EWS-Fli inh: inhibitors of EWS/Fli oncoprotein transcriptional activity; A673 NR0B1-luciferase reporter, viability-normalised; 350,000 tested, 0.67% active; AID 651661; inhibition, % at 12.6 µM;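 active means mean inhibition of at least 50% after viability correction, with every replicate also passing that limit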;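 further: firefly luciferase signal divided by Alamar Blue viability fluorescence both relative to DMSO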
E-sel inducer: E-selectin induction on HUVECs | 260,000 tested, 0.37% active | AID 686992 | HUVEC E-selectin immunofluorescence imaging; normalized: neutral wells 0, TNF-alpha wells 100 | activation, % at 7.58 µM;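 active means mean E-selectin-positive cell signal at least 10% of the positive control, reached in at least 60% of replicates, without over 20% cell loss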;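 further: in these data hits start at about 27%; measured in HUVEC primary endothelial cells; signal is the percent of cells scored E-selectin positive by PE staining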
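Read-out: % PE-positive cells | Test system: HUVEC | Doses: One compound dose added by pin transfer | Buffer or medium: EGM-2 over gelatin coat | Signal: Immunofluorescence imaging | Benchmarks: TNF-alpha, DMSO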
RAD52 inh: blocks human RAD52 DNA annealing. P43351. recombinant RAD52 DNA annealing, FRET fluorescence. inhibition, % at 18.7 µM. 360,000 tested, 0.46% active. AID 651710;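 active means every replicate showing at least 50% inhibition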
Xi reactivation: X-chromosome reactivation activator | activation, % at 7.58 µM | 360,000 tested, 0.055% active | XiGFP mouse fibroblasts, % GFP-positive cells imaging, 3 d; cells co-treated with 5-aza-dC sensitizer; scaled so ellipticine positive control = 100%;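 active means mean normalized replicate activation at least 10% and every replicate at or above 10%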;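 further: 0% = median of on-plate neutral control wells and 100% = ellipticine 6 µM median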
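Schedule: 3 d treatment, 15 min room-temperature fixation; system: 68-5-11 XiGFP fibroblast line; buffer or medium: DMEM plus 5-aza-dC sensitizer; control set: ellipticine 6 µM positive control; compound: one concentration, pinned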
esBAF inh: blocks esBAF chromatin remodeling in mouse ES cells; AID 602393; 350,000 tested, 2% active; reporter increase, % at 12.5 µM; Bmi1-luciferase knock-in reporter, 24 h; 100% = twice the neutral-well signal; in the data active means activation above about 40%;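 further: 0% = median of the plate's neutral control wells and 100% = double that signal; a rise in the Bmi1 reporter signal indicates esBAF inhibition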
S100A4 inh HTS: S100A4-myosin IIA interaction inhibition; P26447; S100A4/TAMRA-MyoIIA peptide fluorescence polarization; inhibition, % at 10.7 µM; 360,000 tested, 0.14% active;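 active means mean inhibition of at least 70% across replicates, with every replicate also reaching that level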
Target sequence (P26447 whole entry, looked up): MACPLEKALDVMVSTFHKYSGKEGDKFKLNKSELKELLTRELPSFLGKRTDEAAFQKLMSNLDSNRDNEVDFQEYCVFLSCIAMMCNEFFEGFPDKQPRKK
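Material: S100A4 monomer (human). Medium: Calcium-containing HEPES buffer, pH 7.2. Probe or stimulus: labelled myosin peptide probe, 5 nM. Compound dosing: one concentration per compound. Timing: polarization read 5 min after assay mix addition, stable 5–60 min. Benchmarks: DMSO as neutral control, TFP as positive control.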
RAD54 branch: inhibitors of human RAD54 branch migration. inhibition, % at 10.4 µM. 360,000 tested, 0.14% active. RAD54 Holliday junction branch migration, FAM/BHQ fluorescence. AID 602329. Q92698;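 active means mean normalized replicate activity at least 40 and at least half of replicates scoring 40 or more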;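 further: 0% = median of neutral control wells and 100% = median of positive control wells; inhibitors cause a drop in the FAM fluorescence signal; in these data hits start at about 50%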
Target sequence (Q92698 whole entry, looked up): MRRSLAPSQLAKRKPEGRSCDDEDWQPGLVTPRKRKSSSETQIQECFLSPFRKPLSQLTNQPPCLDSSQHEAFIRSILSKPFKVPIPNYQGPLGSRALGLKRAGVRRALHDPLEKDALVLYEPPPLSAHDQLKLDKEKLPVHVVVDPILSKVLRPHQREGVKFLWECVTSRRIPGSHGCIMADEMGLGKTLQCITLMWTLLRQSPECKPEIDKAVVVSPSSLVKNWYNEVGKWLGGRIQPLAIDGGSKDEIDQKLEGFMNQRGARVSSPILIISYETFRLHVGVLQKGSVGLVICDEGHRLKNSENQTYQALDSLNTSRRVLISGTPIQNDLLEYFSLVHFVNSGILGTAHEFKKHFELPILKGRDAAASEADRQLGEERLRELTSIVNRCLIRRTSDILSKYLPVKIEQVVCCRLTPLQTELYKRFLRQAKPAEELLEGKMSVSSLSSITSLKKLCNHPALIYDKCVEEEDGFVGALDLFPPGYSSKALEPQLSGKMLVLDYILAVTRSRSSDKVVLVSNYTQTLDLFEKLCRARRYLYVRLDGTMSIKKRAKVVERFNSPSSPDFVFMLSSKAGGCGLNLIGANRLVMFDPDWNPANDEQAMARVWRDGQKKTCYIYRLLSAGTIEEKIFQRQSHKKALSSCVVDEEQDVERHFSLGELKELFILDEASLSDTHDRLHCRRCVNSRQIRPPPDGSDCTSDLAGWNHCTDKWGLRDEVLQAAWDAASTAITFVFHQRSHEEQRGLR
FN deposit inh: fibronectin deposition inhibition; AH1F fibroblasts, Alexa488-fibronectin deposition fluorescence, overnight; inhibition, % at 12.6 µM; 350,000 tested, 0.086% active;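 active means mean inhibition across replicates of 30% or more, regardless of how many single replicates reach that level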;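 further: positive control wells lacked labelled fibronectin entirely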
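Test system: AH1F fibroblast monolayer depositing Alexa488-labelled fibronectin into matrix. Input: 10000 cells per well. Technique: fluorescence, ex 485 nm, em 525 nm. Buffer or medium: DMEM plus 2% serum, read in PBS. Timing: 1 h cell adhesion before compound, then overnight fibronectin incubation. Compound: single dose, pinned. Read-out basis: inhibition from reduced deposited-fibronectin fluorescence.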
An asterisk follows results filed as active; i = inactive; . = no result given.

SMILES	EWS-Fli inh	E-sel inducer	RAD52 inh	Xi reactivation	esBAF inh	S100A4 inh HTS	RAD54 branch	FN deposit inh
COc1ccc(-c2cc3ccc(OC(C)C(=O)O)cc3oc2=O)cc1 (stereo unspecified)	-9	.	-3	0.0	-3	-4	-6	-3
Cc1cc(C(=O)N/N=C/C=C/c2ccccc2)c(C)o1	4	-2.0	-25	0.0	.	-1	.	-1
Cc1noc(C)c1NC(=O)N(C)C[C@H]1OCCCC[C@H](C)Oc2ccc(NC(=O)NC(C)C)cc2C(=O)N([C@@H](C)CO)C[C@@H]1C	-11	-0.2	8	0.0	-14	3	4	.
O=C(NC(=S)N1CCN(c2ccc([N+](=O)[O-])cc2)CC1)c1ccccc1	13	33*	-45	0.1	.	8	.	12
Cn1cnc(S(=O)(=O)N2CCCC(c3cc(C(=O)Nc4ccc(F)c(Cl)c4)no3)C2)c1 (stereo unspecified)	-43	0.4	-13	0.0	53*	-13	-2	10
COc1cccc(N2CCN(c3nc(C)cc(C)c3C#N)CC2)c1	1	0.1	-9	0.0	0	0	-2	-3
O=C(Nc1nccs1)c1ccc(F)c(S(=O)(=O)N2CCOCC2)c1	0	0.2	-6	0.0	-7	2	-7	9
CCc1ccc(NC(=O)C(=O)N/N=C(\C)CC(=O)NCc2ccc(Cl)cc2)cc1	-14	3.4	-7	-0.1	.	0	.	2
CC(C)(C)NC(=O)COC(=O)CNC(=O)c1cc(Cl)cc([N+](=O)[O-])c1	-9	-8.1	-10	0.1	7	3	2	-11
CCN(CC)C(=O)COc1ccc(N(C)S(=O)(=O)c2ccc(NC(C)=O)cc2)cc1	3	0.7	-23	.	6	-1	.	7
COc1ccccc1OCC(=O)N/N=C1/C=C(C)CC1	11	.	4	0.2	.	2	.	-1
Cc1ccc[n+](-c2[nH]c(=O)sc2/C=N/N=C(\[O-])CCn2c3ccccc3c3ccccc32)c1	-46	.	-19	0.0	.	-1	6	8
O=C(COc1ccccc1)Nc1c2c(nn1-c1ccc(F)cc1)CS(=O)(=O)C2	-2	-0.1	-11	-0.1	1	-1	-1	0
Cn1c(=O)c2c(nc(N3CCCCCC3)n2CC(=O)c2ccc(Br)cc2)n(C)c1=O	.	.	5	.	10	-2	2	.
O=C(C[C@H]1C=C[C@H](NC(=O)C2CCOCC2)[C@H](CO)O1)NCCc1cscn1	.	-0.1	-2	0.5	-4	3	-8	-4
O=C(CSc1ccc(-c2ccc3c(c2)OCO3)nn1)Nc1nccs1	-8	1.4	-14	0.0	15	13	.	3
OCCC1CN(C/C=C/c2ccco2)CCN1Cc1ccccc1 (stereo unspecified)	5	.	-20	0.1	-9	-1	2	-5
O=C1CN(S(=O)(=O)c2cc(C(=O)O)ccc2Cl)c2ccccc2N1	2	0.1	-30	0.0	-7	-4	5	-3
NNC1=N[C@H]2CS(=O)(=O)C[C@H]2S1	-8	0.2	-13	0.4	.	-6	.	-15
CCCCc1cc(=O)oc2cc(OCc3nn[nH]n3)ccc12	-5	0.2	-10	0.1	-4	3	.	-2
CCCOc1ccc(C(=O)NC(=S)Nc2nc3ccccc3s2)cc1	-6	.	-8	.	11	-3	-16	.
COc1ccc(N2C(=O)c3cccc4c(N(C)CCO)ccc(c34)C2=O)cc1	-55	.	i	0.1	43*	0	-8	-16
CCN(c1ccccc1)S(=O)(=O)c1cc(C(=O)Nc2ccccc2Cl)ccc1F	14	2.8	-15	-0.1	.	2	.	8
Cc1cccc2cc3c(NC(=O)C(C)(C)C)nn(CC(C)C)c3nc12	10	-0.3	4	0.0	-8	1	-7	-4
CC12CCC3c4cc(CN5CCOCC5)c(O)cc4CCC3C1CCC2=O (stereo unspecified)	-2	-1.2	-1	0.1	16	5	9	.
Next section
SMILES	EWS-Fli inh	E-sel inducer	RAD52 inh	Xi reactivation	esBAF inh	S100A4 inh HTS	RAD54 branch	FN deposit inh
O=C1NCCCC1C(=O)NCCNC(=O)C(F)(F)F (stereo unspecified)	9	.	-2	.	4	0	3	.
O=C(CN1CCCCCC1)Nc1ccccc1	-2	.	-10	0.0	3	3	.	5
CO[C@H]1CN(C)C(=O)c2ccc(NC(=O)C3CC3)cc2OC[C@H](C)N(C(=O)NC(C)C)C[C@@H]1C	5	0.0	-1	-0.2	-1	-9	3	15
O=c1c2cc(-c3ccccc3)sc2nc2n1N=C(c1cccs1)CS2	-31	0.3	-27	0.0	.	10	-1	-7
CC(C)C(=O)NCCc1nc2ccccc2n1CCOc1ccccc1	0	-0.1	3	-0.1	.	0	.	-3
C[C@@H]1CN([C@@H](C)CO)C(=O)c2cc(C#CCN(C)C)cnc2O[C@@H]1CN(C)C(=O)CN1CCOCC1	1	-0.2	-11	0.0	-5	4	4	-5
O=C(O)c1ccc(/C=N/NC(=O)c2ccc(NS(=O)(=O)c3cccs3)cc2)cc1	-5	0.0	-29	0.0	.	4	2	4
O=C(CCC(=O)c1ccc(Br)cc1)Nc1cccnc1	2	2.8	-15	0.1	-1	-1	.	-6
CCCN(CCC)CCNC(=S)Nc1ccc2nc3n(c(=O)c2c1)CCCCC3	13	.	-8	0.0	.	3	.	1
Cc1ccc(S(=O)(=O)/N=C(\c2ccccc2)N(C)S(=O)(=O)c2ccccc2)cc1	0	.	-8	-0.1	.	-3	.	-3
Cn1ccc2c(-c3cccc(C=O)c3F)cc3c(c21)C1CCC3C1 (stereo unspecified)	-7	13	-5	.	15	-8	10	-10
COc1ccc(CN2CCN(C(=O)c3ccccc3F)CC2)c(OC)c1OC	10	.	-8	0.1	.	2	.	3
CN(C(=O)c1ccc(NC(=O)Cc2cccc(NC(=O)C3CCCN(C(=O)C4CCC4)C3)c2)cc1)C1CCCC1 (stereo unspecified)	4	-0.1	-19	0.2	4	28	-7	-11
Cc1noc(C)c1NC(=O)N(C)C[C@H]1Oc2ccc(NC(=O)C3CCCCC3)cc2CC(=O)N([C@@H](C)CO)C[C@H]1C	1	-0.1	16	-0.9	-8	6	7	6
CN(C)C(=O)CCc1ccc2c3c([nH]c2c1)[C@]1(CCc2ccccc2)[C@@H](C(=O)N2CCCCC2)C[C@H](CC(=O)NCCC2=CCCCC2)C(=O)N1CC3	11	0.0	-12	0.2	68*	-1	4	-2
O=S(=O)(c1ccccc1F)N1CCCCN2[C@@H](CO)[C@@H](c3ccc(-c4ccncc4)cc3)[C@@H]2C1	3	-0.5	-1	0.0	.	7	-14	.
CCOC(=O)c1c(C)[nH]c(C)c1C(=O)COC(=O)c1c(OC)cccc1OC	-2	0.1	-23	0.0	-7	3	0	0
O=C(c1ccccc1F)N1CCN(Cc2nc3sc4c(c3c(=O)[nH]2)CCCC4)CC1	15	0.1	-22	0.1	0	-2	5	2
CCN(CC)S(=O)(=O)c1ccc(C)c(NC(=O)c2cc(C)oc2C)c1	0	0.2	-19	-0.1	-3	0	.	7
CN(Cc1ccccc1)C(c1ccnc2ccccc12)c1nnnn1-c1ccc2c(c1)OCCO2 (stereo unspecified)	-2	-0.1	-1	0.2	.	-7	.	6
COc1ccc([C@@H]2CC(=O)[C@@H]3CN(S(=O)(=O)c4ccc(Cl)cc4)[C@H](c4ccc(C)cc4)C[C@@H]3N2S(=O)(=O)c2ccccc2)cc1	4	-0.1	3	-0.1	-2	17	1	-2
Cc1ccc(CN(Cc2ccccn2)C(=O)Nc2c(F)cccc2F)cc1	1	0.1	-15	0.0	-5	6	3	0
Cc1cc(Cl)ccc1OCCCC(=O)NCCCn1ccnc1	-8	0.0	0	0.2	.	-23	.	-7
Cc1ccc(C)c(OCc2nnc(SCC(=O)NC(=O)NCc3ccco3)o2)c1	16	.	-13	-0.8	.	1	.	.
Cc1c(NC(=O)c2cc(CC(C)C)on2)c(=O)n(-c2ccccc2)n1C	7	1.2	-5	0.2	-12	-4	7	4

An excerpt of these results, with values under each structure.
Under each structure: EWS-Fli inh | E-sel inducer | RAD52 inh | Xi reactivation | esBAF inh | S100A4 inh HTS | RAD54 branch | FN deposit inh
> Cc1cc(Cl)ccc1OCCCC(=O)NCCCn1ccnc1
    -8 | 0.0 | 0 | 0.2 | . | -23 | . | -7
> Cc1ccc(C)c(OCc2nnc(SCC(=O)NC(=O)NCc3ccco3)o2)c1
    16 | . | -13 | -0.8 | . | 1 | . | .

The main list resumes; the five compounds before the break are reprinted first.
SMILES	EWS-Fli inh	E-sel inducer	RAD52 inh	Xi reactivation	esBAF inh	S100A4 inh HTS	RAD54 branch	FN deposit inh
COc1ccc([C@@H]2CC(=O)[C@@H]3CN(S(=O)(=O)c4ccc(Cl)cc4)[C@H](c4ccc(C)cc4)C[C@@H]3N2S(=O)(=O)c2ccccc2)cc1	4	-0.1	3	-0.1	-2	17	1	-2
Cc1ccc(CN(Cc2ccccn2)C(=O)Nc2c(F)cccc2F)cc1	1	0.1	-15	0.0	-5	6	3	0
Cc1cc(Cl)ccc1OCCCC(=O)NCCCn1ccnc1	-8	0.0	0	0.2	.	-23	.	-7
Cc1ccc(C)c(OCc2nnc(SCC(=O)NC(=O)NCc3ccco3)o2)c1	16	.	-13	-0.8	.	1	.	.
Cc1c(NC(=O)c2cc(CC(C)C)on2)c(=O)n(-c2ccccc2)n1C	7	1.2	-5	0.2	-12	-4	7	4
O=C(Nc1cc(F)ccc1F)N1C[C@H]2[C@@H](c3ccccc31)[C@H](CO)N2Cc1cccnc1	-3	-0.2	-3	0.3	2	4	2	.
Nc1cc2c(cc1[N+](=O)[O-])-c1ccccc1C2=NO	-63	2.8	1	0.6	.	3	.	4
CC1CCN(S(=O)(=O)c2ccc(C(=O)N3CCN(c4ccccc4F)CC3)cc2)CC1	1	.	1	0.0	10	-6	-3	4
COc1ccc(NC(=O)CSc2nc3nc(C)cc(C)c3c(=O)[nH]2)cc1OC	1	-1.8	-4	0.0	-4	-5	2	1
Cc1ccc(N(C)C(=O)N2CCN(c3ccccn3)CC2)cc1	-3	-0.1	-21	0.3	15	10	6	-5
Oc1c(Br)cc(Cl)cc1C=Nc1ccc(N2CCOCC2)cc1	6	.	-13	0.0	.	4	2	12
O=c1cc(COc2ccc(Cl)c(Cl)c2)nc2sccn12	-112	.	-15	0.1	45*	-6	-23	4
N#Cc1ccccc1CSc1nc2ccsc2c(=O)n1Cc1ccccn1	-24	0.0	.	0.1	21	.	2	-1
O=C(CSc1nc2scc(-c3ccccc3)c2c(=O)[nH]1)NCCc1ccccc1	3	-0.9	-6	0.1	-3	-8	-9	-6
CCCNC(=O)[C@@H]1[C@@H](CO)[C@@H]2Cn3c(ccc(-c4cccc(F)c4)c3=O)[C@@H]2N1C(C)=O	-8	-0.5	1	0.3	2	-1	-10	.
COc1ccc(-c2cc(C(=O)NCCN3CCOCC3)c3ccccc3n2)cc1OC	.	0.1	-18	0.1	.	-2	6	.
CNC(=O)C[C@H]1CC[C@@H]2[C@H](COc3ccc(NC(=O)C(C)C)cc3C(=O)N2C)O1	-1	0.1	.	0.1	2	.	-4	-2
COc1ccc(OCCCC(=O)OC(C)C(=O)Nc2ccc(C)cc2)cc1 (stereo unspecified)	2	0.5	-8	0.1	-4	2	-6	-3
Nc1nnc(SCC(=O)Nc2cccnc2Cl)s1	3	1.6	-16	0.0	-7	-6	8	-2
NS(=O)(=O)c1ccc(NC(=O)COc2ccc(C(=O)c3ccc(F)cc3)cc2)cc1	12	-0.1	-20	-0.1	-1	0	-5	5

Screens as filed in PubChem BioAssay.
